Source: PubChem BioAssay
GSK3B inh – human GSK3beta kinase inhibitors, primary screen, biochemical, cell-free homogeneous, HTS | activity score (negative = inhibition), % at 10 µM | AID 2097, 2009 | Glycogen synthase kinase-3 beta (Homo sapiens), P49841 | GST-GSK3beta kinase, ADP-Glo luminescence, 60 min; active compounds read low | 300,000 tested, 0.038% active;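 active = more than half of replicate wells score below -50%, meaning over 50% inhibition versus plate controls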;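 also: 0% = median DMSO wells and -100% = median GW8510 positive control wells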
Target sequence (P49841 whole entry, looked up): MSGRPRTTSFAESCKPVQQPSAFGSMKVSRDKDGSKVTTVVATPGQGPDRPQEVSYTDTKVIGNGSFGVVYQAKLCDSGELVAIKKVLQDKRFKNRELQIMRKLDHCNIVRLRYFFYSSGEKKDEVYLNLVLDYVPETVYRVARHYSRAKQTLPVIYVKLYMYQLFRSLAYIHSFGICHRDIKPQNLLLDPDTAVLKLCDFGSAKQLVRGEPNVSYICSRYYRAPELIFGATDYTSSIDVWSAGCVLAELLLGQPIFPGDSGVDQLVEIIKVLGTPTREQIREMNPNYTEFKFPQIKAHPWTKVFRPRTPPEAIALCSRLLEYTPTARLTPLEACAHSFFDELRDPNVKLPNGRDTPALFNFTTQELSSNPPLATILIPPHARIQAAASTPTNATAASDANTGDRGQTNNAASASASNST
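test system = GST-tagged human GSK3beta kinase, cell-free | reagent = 25 µM ATP with peptide substrate | dosing = one dose of 10 µM per compound | schedule = 60 min reaction, RT | detection = luminescent ADP-Glo measurement of ADP formed | control set = DMSO neutral wells and GW8510 at 20 µM as positive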
PolyA inhibitor – polyadenylation inhibitors in yeast reporter cells, primary screen, luminescence, S. cerevisiae; S. cerevisiae SKY197-pL101 polyadenylation reporter, beta-gal luminescence; efflux-impaired pdr1/pdr3 knockout yeast; score 100 = 6 SD above DMSO; calls only at 12 µM; 300,000 tested, 0.02% active;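 active = lowest replicate activity score at least 50, where 100 means six control SD above control mean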;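 also: yeast exposed to compound for 9 h at 30 °C; higher score means more reporter readthrough which indicates perturbed polyadenylation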
AI-2 QS mod – Vibrio harveyi AI-2 quorum sensing modulators, primary screen, JMH597 strain, luminescence/OD600 ratio | Vibrio harveyi JMH597 AI-2 luminescence/OD600 ratio, 9 h; active compounds read low; strain lacks LuxN and CqsS sensors; 0 = neutral-control median | activity change, % at 7.5 µM | 300,000 tested, 0.4% active | AID 2094, 2009; in the data active = activity change below about -75%, passing the limit was not always enough;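 also: luminescence divided by OD600 gain over 9 h not by final OD600 alone; inactives centre near 13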
HSF1 inhib – HSF1 inhibitors in luciferase reporter cells, primary screen, cell-based, NIH3T3, luminescence. NIH3T3-HGL HSE-luciferase, MG132-induced, luminescence 8 h; active compounds read low. activity change, negative = inhibition, % at 7.5 µM (by protocol). 300,000 tested, 0.77% active;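 active = more than half of replicate wells show activity change below -50%, luminescence cut by over half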;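 also: luciferase reports HSF-1 transcriptional activity via heat shock element; 0% = median of DMSO wells and -100% = zero luminescence signal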
GSK3 alpha inh – blockers of GSK3A enzyme activity – biochemical, luminescence, cell-free homogeneous, HTS, primary screen | 320,000 tested, 0.1% active | Glycogen synthase kinase-3 alpha (Homo sapiens), P49840 | inhibition, % at 10 µM | GSK-3 alpha kinase, ADP-Glo luminescence, 60 min | AID 2650, 2010;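 in the data active = inhibition above about 50%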;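 also: GST-tagged GSK-3 alpha with peptide substrate and 25 µM ATP; 0% = DMSO neutral wells and 100% = GW8510 positive control wells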
Target sequence (P49840 whole entry, looked up): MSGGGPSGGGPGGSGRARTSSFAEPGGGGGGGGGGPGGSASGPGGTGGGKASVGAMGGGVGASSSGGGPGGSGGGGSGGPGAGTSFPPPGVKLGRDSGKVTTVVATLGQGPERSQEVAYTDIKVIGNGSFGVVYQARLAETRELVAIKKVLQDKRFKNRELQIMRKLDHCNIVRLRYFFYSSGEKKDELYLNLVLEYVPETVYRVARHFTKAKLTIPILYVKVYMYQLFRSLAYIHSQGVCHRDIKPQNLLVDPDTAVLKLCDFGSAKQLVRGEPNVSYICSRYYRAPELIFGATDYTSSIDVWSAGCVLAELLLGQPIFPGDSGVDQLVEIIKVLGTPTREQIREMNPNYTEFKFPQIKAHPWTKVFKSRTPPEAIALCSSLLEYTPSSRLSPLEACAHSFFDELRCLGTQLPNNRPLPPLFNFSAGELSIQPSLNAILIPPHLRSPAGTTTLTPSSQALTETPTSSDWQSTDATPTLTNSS
aSyn 5UTR inh – MLPCN primary screen, SNCA 5' untranslated region; alpha-synuclein 5'UTR reporter, inhibitor activity; inhibition, % (tested at 7.5 µM); 300,000 tested, 0.82% active; AID 1813, 2009; in the data active = inhibition above about 60%;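 also: H4 neuroglioblastoma cells stably carrying SNCA 5'UTR luciferase fusion; 0% = DMSO wells and 100% = positive control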
KLF5 inhibitor – KLF5 expression inhibitors, primary screen, DLD-1 cells, luminescence; AID 1700, 2009; DLD-1 KLF5 promoter-luciferase reporter; inhibition, % at 5 µM; 290,000 tested, 0.23% active;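 active = inhibition above a per-plate limit of that plate's mean compound inhibition plus 3 SD, cut at about 60% in these data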;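 also: 0% = DMSO wells and 100% = LY294002 at 200 µM; higher means less KLF5 promoter-driven luciferase light; inactives centre near -14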
HSP90 inh – HSP90 inhibitors, primary screen, cell lysate, luminescence; AID 1789, 2009; Heat shock protein HSP 90 (rabbit reticulocyte lysate; luciferase refolding); 290,000 tested, 0.91% active; Rabbit reticulocyte lysate, luciferase refolding luminescence, 3 h; inhibition, % at 5.6 µM;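 active = inhibition above the screen-wide mean plus 3 SD, computed separately per campaign, cut at about 16% in these data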;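 also: 0% = DMSO wells and 100% = 60 µM geldanamycin wells; inhibitors lower the luminescence because luciferase stays unfolded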
HSF-1 act – HSF-1 activators, primary screen, NIH3T3-HGL cells, MG132 stress, luminescence, single point. NIH3T3-HGL HSF-1 luciferase reporter, 8 h; 100% = twice DMSO control signal. activation, % at 9 µM. 300,000 tested, 1.7% active. AID 504408, 2011;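 active = mean replicate activation of at least 50% with a set share of replicates each reaching 50%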;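 also: 0% = median of the neutral control wells and 100% = twice that signal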
IEC-6 cytotox – cytotoxicity in IEC-6 intestinal epithelial cells, primary screen, cytotoxicity control for KLF5 inhibitor project, cell-based, luminescence; IEC-6 cytotoxicity, luminescence viability; inhibition, % at 5 µM; 290,000 tested, 0.78% active; in the data active = inhibition above about 22%;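 also: 0% = plate median of test compound wells and 100% = cytotoxic reference compound wells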
* = called active by the depositor; i = inactive; / = not tested or not shown. Not all compounds are listed, so the mix of outcomes need not match the whole.

Results follow in this order: GSK3B inh | PolyA inhibitor | AI-2 QS mod | HSF1 inhib | GSK3 alpha inh | aSyn 5UTR inh | KLF5 inhibitor | HSP90 inh | HSF-1 act | IEC-6 cytotox
> COc1ccc(NC(=O)C2CC(=O)N(Cc3ccc(C)cc3)C2)cc1S(=O)(=O)N1CCCCC1 (centres undefined)
  4 | i | 4 | -1 | 0 | 26 | 15 | 2 | 27 | 0
> Cc1ccc(CNCc2cccnc2)cc1
  0 | i | 11 | -10 | 6 | 0 | -9 | -3 | 0 | -3
> c1ccc(-n2nnnc2SCc2cccc3nsnc23)cc1
  1 | i | 11 | 3 | 0 | 3 | 4 | 4 | 29 | 2
> CCc1n[nH]c(=S)n1/N=C/c1ccc2c(c1)OCO2
  -5 | i | 31 | 3 | 2 | -14 | -9 | 0 | 0 | 2
> CCc1ccccc1NC(=O)c1cccs1
  2 | i | 26 | 0 | -1 | 7 | 16 | 2 | 2 | 0
> O=C(O)CC(NC(=O)C1CCCCC1)c1cc([N+](=O)[O-])ccc1Cl (centres undefined)
  0 | i | -7 | -2 | 2 | -8 | 6 | -2 | -8 | -1
> CN(Cc1nc2ccc(F)cc2[nH]1)C(=O)C1CCC(=O)N(C2CC2)C1 (centres undefined)
  2 | i | -3 | -5 | 0 | -2 | -15 | 3 | -6 | 7
> Cn1c(SC2=CS(=O)(=O)c3ccccc32)nc2ccccc21
  -3 | i | 8 | 8 | -1 | -29 | -14 | 0 | -1 | 21
> CCOc1cc(/C=N/O)ccc1OCc1ccc([N+](=O)[O-])cc1
  0 | i | 25 | 14 | -1 | -13 | 2 | -3 | 27 | 2
> COc1cc2c(cc1NC(=O)CSc1nc3ccccc3[nH]1)oc1ccccc12
  2 | i | 10 | 10 | -2 | 10 | -23 | -1 | 29 | 3
> CC(C)(C)C1CCC(=NNC(=O)C(=O)NCc2cccnc2)CC1 (centres undefined)
  2 | i | 32 | 0 | -1 | -9 | -11 | -5 | -8 | 1
> O=C(c1ccccc1)N(Cc1cccs1)C1CCS(=O)(=O)C1 (centres undefined)
  -5 | i | 16 | 1 | -2 | 6 | -1 | -4 | 1 | -1
> COc1ccc([N+](=O)[O-])cc1N(CC(O)CN1C(=O)NC(C)(C)C1=O)S(=O)(=O)c1ccccc1 (centres undefined)
  -3 | i | 5 | -4 | -2 | -2 | -27 | 7 | -11 | 7
> S=c1[nH]nc(-c2cc(-c3ccccc3)n[nH]2)n1/N=C/c1ccc(Cl)cc1
  -3 | i | 22 | -9 | -1 | 8 | 6 | -3 | -18 | 0
> Cc1ccc(S(=O)(=O)n2ccc3cccnc32)cc1
  1 | i | 23 | -2 | -1 | -2 | -5 | 1 | 18 | 7
> COc1ccccc1NC(=O)c1c([N+](=O)[O-])cnn1C
  -4 | i | 11 | -3 | 4 | -21 | 20 | -2 | 6 | 3
> O=C(/C=C(\O)c1ccccc1)C(=O)NNC(=O)c1ccccc1[N+](=O)[O-]
  9 | i | 23 | 2 | -2 | -58 | -6 | 3 | -13 | 0
> Cc1nn2c3ccccc3n(CCN3CCCCC3)c2nc1=O
  -1 | i | 7 | -4 | 0 | 8 | -18 | -3 | -10 | 0
> CCc1ccc(C(=O)OCC(=O)Nc2cccc(S(=O)(=O)NC3=NCCCCC3)c2)cc1
  -3 | i | 25 | 5 | -1 | -5 | -8 | 0 | 22 | -1
> O=C1CN=C(Nc2ccc(Cl)cc2)N1c1ccccc1
  2 | i | 1 | -6 | -3 | 2 | -18 | 0 | -5 | -1
> N#C/C(=C/c1cn(CC(=O)O)c2ccccc12)C(=O)Nc1ccccc1
  1 | i | 37 | -2 | 1 | 11 | -13 | -2 | 5 | -7
> CC(C)NCc1nnc(-c2ccccc2Cl)o1
  -1 | i | 16 | 3 | 0 | 24 | -14 | 6 | -1 | 5
> CCc1ccc(NC(=O)NCCN2CCN(c3ccc(OC)cc3)CC2)cc1
  -2 | i | 12 | 14 | 0 | 2 | -26 | 2 | 36 | 2
> Clc1ccc(OCCSc2ncccn2)c2ccccc12
  -4 | i | 3 | -10 | -4 | -54 | -40 | 4 | -4 | 9
> Cc1ccc(NC(=O)CCC(=O)N/N=C/c2ccc(O)cc2)cc1
  -2 | i | -8 | 5 | 1 | 0 | -24 | 1 | -8 | 3
> CCN(CC)S(=O)(=O)c1ccc(-c2nnc(SCc3nnc(-c4ccc(C)cc4)o3)n2CC)cc1
  -5 | i | 9 | -2 | 8 | 12 | -22 | -2 | -6 | -2
> O=C(OCC(=O)N1CCCC1)c1ccc(S(=O)(=O)N2CCOCC2)cc1
  -2 | i | 17 | -4 | 0 | 24 | -7 | -4 | 1 | -3
> C/C(=N/NC(=O)c1ccc(C)s1)c1cccnc1
  -2 | i | 20 | -7 | 13 | -70 | -83 | -2 | -5 | 7
> COc1cc(OC)c(OC)cc1/C=N/NC(=O)c1ccc2nc[nH]c2c1
  -3 | i | 23 | -10 | -2 | -12 | -22 | 0 | -6 | 0
> COC(=O)c1sccc1NC(=O)c1ccccc1Br
  2 | i | 30 | -1 | -2 | -1 | / | / | -2 | /

Among those listed so far, these contain two or more sulfur atoms.
Results follow in this order: GSK3B inh | PolyA inhibitor | AI-2 QS mod | HSF1 inhib | GSK3 alpha inh | aSyn 5UTR inh | KLF5 inhibitor | HSP90 inh | HSF-1 act | IEC-6 cytotox
> c1ccc(-n2nnnc2SCc2cccc3nsnc23)cc1
  1 | i | 11 | 3 | 0 | 3 | 4 | 4 | 29 | 2
> Cn1c(SC2=CS(=O)(=O)c3ccccc32)nc2ccccc21
  -3 | i | 8 | 8 | -1 | -29 | -14 | 0 | -1 | 21
> O=C(c1ccccc1)N(Cc1cccs1)C1CCS(=O)(=O)C1 (centres undefined)
  -5 | i | 16 | 1 | -2 | 6 | -1 | -4 | 1 | -1
> CCN(CC)S(=O)(=O)c1ccc(-c2nnc(SCc3nnc(-c4ccc(C)cc4)o3)n2CC)cc1
  -5 | i | 9 | -2 | 8 | 12 | -22 | -2 | -6 | -2

The main list resumes with the 4 entries that preceded the break.
Results follow in this order: GSK3B inh | PolyA inhibitor | AI-2 QS mod | HSF1 inhib | GSK3 alpha inh | aSyn 5UTR inh | KLF5 inhibitor | HSP90 inh | HSF-1 act | IEC-6 cytotox
> O=C(OCC(=O)N1CCCC1)c1ccc(S(=O)(=O)N2CCOCC2)cc1
  -2 | i | 17 | -4 | 0 | 24 | -7 | -4 | 1 | -3
> C/C(=N/NC(=O)c1ccc(C)s1)c1cccnc1
  -2 | i | 20 | -7 | 13 | -70 | -83 | -2 | -5 | 7
> COc1cc(OC)c(OC)cc1/C=N/NC(=O)c1ccc2nc[nH]c2c1
  -3 | i | 23 | -10 | -2 | -12 | -22 | 0 | -6 | 0
> COC(=O)c1sccc1NC(=O)c1ccccc1Br
  2 | i | 30 | -1 | -2 | -1 | / | / | -2 | /
> Cc1cc(C)c(C#N)c(SCC(=O)c2ccccc2)n1
  0 | i | 22 | -9 | / | -2 | -58 | -1 | 6 | 5
> O=C(C1CCCC1)N1CCN(S(=O)(=O)c2ccc(Cl)cc2)CC1
  -4 | i | 18 | 0 | -1 | 2 | -31 | -1 | 5 | 0
> CC(=O)c1ccc(NC(=O)Cn2cnc(S(=O)(=O)N3CCCCC3)c2)cc1
  -2 | i | 19 | 5 | -3 | 1 | -24 | 1 | -6 | -1
> Cc1nn(-c2ccc(F)cc2)c(-n2cccc2)c1C(=O)N1CCN(C(=O)c2ccco2)CC1
  1 | i | 0 | -2 | 2 | 7 | -25 | 2 | -12 | 10
> COc1ccc(N2CCN(C(CNC(=O)C(=O)NCc3cccnc3)c3ccco3)CC2)cc1 (centres undefined)
  0 | i | -1 | -2 | / | -10 | -33 | -4 | -10 | -5
> COc1ccc(OC)c(CN(CCCN2CCOCC2)S(=O)(=O)c2ccc(NC(C)=O)cc2)c1
  -2 | i | -2 | -2 | -1 | 16 | -18 | -3 | 5 | -4
> COc1cccc(CC2(CO)CCCN(Cc3cn[nH]c3-c3ccc(F)cc3)C2)c1 (centres undefined)
  5 | i | 0 | -3 | -4 | 0 | -11 | -6 | -6 | -6
> Cc1c(Cl)cccc1NC(=O)NCc1ccc(F)cc1
  1 | i | 35 | 17 | / | -45 | -12 | -5 | 4 | -11
> O=c1[nH]ncc(N2CCCCCC2)c1Cl
  -6 | i | -2 | 0 | 20 | 6 | 6 | -1 | 14 | 0
> Cc1nn2cnnc2c(C)c1Cc1c(F)cccc1Cl
  0 | i | 21 | 10 | -1 | 12 | 6 | 1 | -10 | 11
> COc1ccc2oc(C)c(C(N)=O)c2c1
  5 | i | 37 | -8 | -2 | 6 | -22 | 2 | -14 | 2
> COc1ccc(C)cc1NC(=O)c1ccccc1NS(=O)(=O)c1cccc2cccnc12
  1 | i | 23 | -7 | -7 | 12 | -21 | 3 | -15 | -5
> O=C(COc1ccc(F)cc1)N1CCCCCCC1
  0 | i | 12 | 3 | 2 | -16 | -4 | -8 | -3 | -10
> O=C(Nc1cnccn1)c1csc2ccccc12
  -2 | i | 37 | / | -1 | / | -29 | 3 | / | 4
> O=C(O)CN1CCN(Cc2ccccc2Cl)C1=O
  2 | i | 5 | -6 | -2 | -1 | -27 | 0 | 2 | -7
> CCCc1cc2c(cc1NC(=O)c1ccc(C)cc1)OCO2
  -3 | i | 30 | -1 | -4 | -17 | -7 | 0 | 9 | 0
> COCCCNc1ncnc2sc3c(c12)CCC(C)C3 (centres undefined)
  -8 | i | 12 | -1 | 40 | -13 | -54 | 2 | -15 | 0
> COC(=O)c1cc(OC)c(OC)cc1NC(=O)c1cccnc1
  -1 | i | 25 | -8 | / | 12 | 0 | -1 | -5 | -2
> CCOC(=O)c1sc(N2C(=O)C(O)=C(C(=O)c3ccco3)C2c2ccc([N+](=O)[O-])cc2)nc1C (centres undefined)
  -3 | i | 30 | -2 | 0 | 1 | 9 | 8 | 14 | 3
> Cc1ccccc1-c1nc(-c2ccc(NC(=O)c3ccc(Br)o3)cc2)no1
  1 | i | 10 | 16 | 1 | -199 | -20 | 0 | 40 | 1
